From PubChem
RXFP1 antagonist: qHTS Assay for Antagonists of the Relaxin Receptor RXFP1 | HEK293-RXFP1, relaxin-stimulated cAMP HTRF, 30 min; active compounds read low | activity change, negative = inhibition, % at 57.5 µM | actives 0.59% (n = 350,000);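 active = activity change of -60% or lower, but not beyond a set lower limit; inconclusive = change between -60% and -40%, or beyond the set limit; inactive = change above -40%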; note: % is set by controls: 0 for no effect and ±100 for the full control effect
D1 agonist: Allosteric Agonists of the Human D1 Dopamine Receptor: qHTS; HEK293 T-REx D1 cells, calcium flux, agonist mode; activation, % at 2 µM; actives 1% (n = 360,000); AID 504660, 2011; in the data active = activation above about 30%; note: 0% is about no effect
Target sequence (P21728 whole entry, looked up): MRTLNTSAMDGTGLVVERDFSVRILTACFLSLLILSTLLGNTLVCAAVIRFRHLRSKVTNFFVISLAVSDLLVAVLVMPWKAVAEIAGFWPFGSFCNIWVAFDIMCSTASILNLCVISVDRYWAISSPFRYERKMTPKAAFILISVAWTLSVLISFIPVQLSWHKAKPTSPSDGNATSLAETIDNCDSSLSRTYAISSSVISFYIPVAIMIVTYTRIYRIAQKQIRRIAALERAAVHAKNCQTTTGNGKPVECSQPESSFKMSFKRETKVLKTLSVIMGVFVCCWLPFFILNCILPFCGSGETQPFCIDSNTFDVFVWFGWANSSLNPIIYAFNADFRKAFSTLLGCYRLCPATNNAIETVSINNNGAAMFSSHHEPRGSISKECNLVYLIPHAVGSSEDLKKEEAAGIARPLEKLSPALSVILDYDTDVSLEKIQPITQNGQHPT
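Inducible HEK293 T-REx D1 cells, force-coupled to calcium signalling, were plated at 4000 cells/well with tetracycline and held overnight at 30 C. After no-wash calcium dye loading, compound-evoked calcium rise over 180 s flagged agonists.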
Vif-APOBEC3G blk: qHTS for Inhibitors of Vif-A3G Interactions: qHTS; DNA dC->dU-editing enzyme APOBEC-3G (Homo sapiens), Q9HC16; HeLa A3G-eYFP + Vif (tagged APOBEC3G with the HIV-1 protein that degrades it), YFP fluorescence, overnight; Potency, µM (doses to about 46.1 µM), for the others: at the highest dose activity, negative = active, most hits filed as inhibitors; actives 0.076% (n = 410,000); AID 602310, 2012;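 note: potency is the fitted concentration of half-maximal effect; % is set by controls: 0 for no effect and ±100 for the full control effect; nearly all actives have a fitted effect of over 60% in size; hits raise eYFP signal because A3G escapes Vif-driven loss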
Target sequence (Q9HC16 whole entry, looked up): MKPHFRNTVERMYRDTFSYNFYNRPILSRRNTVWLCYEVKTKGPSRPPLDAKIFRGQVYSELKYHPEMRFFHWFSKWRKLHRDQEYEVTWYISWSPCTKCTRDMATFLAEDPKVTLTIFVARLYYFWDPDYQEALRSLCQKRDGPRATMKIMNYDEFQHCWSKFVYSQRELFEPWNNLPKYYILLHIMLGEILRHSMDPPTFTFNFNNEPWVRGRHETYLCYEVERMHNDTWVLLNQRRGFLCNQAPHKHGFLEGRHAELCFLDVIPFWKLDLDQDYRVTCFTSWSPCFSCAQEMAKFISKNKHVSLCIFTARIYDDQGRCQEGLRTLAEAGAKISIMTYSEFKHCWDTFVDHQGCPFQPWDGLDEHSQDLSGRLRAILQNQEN
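Read-out is eYFP fluorescence (Ex 488/Em 500-530) from Vif-expressing HeLa A3G-eYFP cells; more signal means A3G escaped Vif-mediated degradation. Cells plated overnight, compound pinned in, incubated overnight at 37 deg C.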
D2 potentiator: HTS Assay for Positive Allosteric Modulators of the Human D2 Dopamine Receptor: Primary Screen for Potentiators. D(2) dopamine receptor (Homo sapiens), P14416. HEK293 T-REx D2, calcium flux, EC20 dopamine potentiation. potentiation, % at 10 µM. actives 0.34% (n = 340,000);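 active = potentiation over 3 SD above the plate norm, cut at about 30% in these data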; note: 0% is about no effect
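Cells plated with tetracycline inducer and held overnight at 30 C; calcium dye loaded 30–90 min at room temperature; baseline taken, compound added and read 180 s; EC20 dopamine then added and read 180 s.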
Vif-APOBEC3F blk: qHTS for Inhibitors of Vif-A3F Interactions: qHTS. HeLa A3F-eYFP + Vif (tagged APOBEC3F with the HIV-1 protein that degrades it), YFP fluorescence increase. Potency, µM (titrated, usually from 46.1 µM), without a hit: top-dose activity, negative = active. actives 0.2% (n = 390,000); note: potency is the fitted concentration of half-maximal effect; % of control where 0% means no effect; nearly all actives have a fitted effect of over 65% in size
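HeLa cells stably expressing A3F-eYFP plus Vif, plated and incubated overnight at 37 deg C, then exposed to compounds overnight at 37 deg C. Blocked degradation read as raised yellow fluorescence (Ex 488/Em 500-530).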
D1 antag: Antagonist of Human D 1 Dopamine Receptor: qHTS. D(1A) dopamine receptor (Homo sapiens), P21728. HEK293 TREx D1 cells, calcium flux, dopamine EC80; active compounds read low. activity change, negative = inhibition, % at 10 µM. actives 3.2% (n = 360,000). AID 504652, 2011; in the data active = activity change below about -30%; note: % is set by controls: 0 for no effect and ±100 for the full control effect
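Tetracycline-induced HEK293 T-REx cells with force-coupled D1 receptor were loaded with a no-wash calcium dye. Compound was added after a 10 s baseline and read kinetically for 180 s; EC80 dopamine was then added and calcium flux followed another 180 s.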
RXFP1 agonist: qHTS Assay for Agonists of the Relaxin Receptor RXFP1. Relaxin receptor 1 (Homo sapiens), Q9HBX9. HEK293T-RXFP1 cAMP TR-FRET, 30 min; response scale: percent of porcine relaxin response, buffer zero. Potency, µM (titrated, usually from 57.5 µM), for the others: at the highest dose activation, actives largely listed as activators. actives 0.3% (n = 370,000). AID 2676, 2010; note: potency is the fitted concentration of half-maximal effect; % is set by controls: 0 for no effect and ±100 for the full control effect; nearly all actives have a fitted effect of over 60% in size; many of its hits are not listed in these tables
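HEK293T cells stably expressing RXFP1 were pretreated with the PDE4 inhibitor Ro 20174, exposed to compounds for 30 min at 37C, lysed, and cAMP was read by TR-FRET. Data normalized to buffer (basal) and 29 nM porcine relaxin (100%).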
D1 PAM: Potentiators of Human D1 Dopamine Receptor: qHTS; actives 0.036% (n = 360,000); AID 504651, 2011; potentiation, % at 10 µM; HEK293 TREx D1 cells, calcium flux, dopamine EC20 potentiation; D(1A) dopamine receptor (Homo sapiens), P21728; in the data active = potentiation above about 30%; note: 0% is about no effect
Glioma ERSR ind: qHTS for Inducers of the Endoplasmic Reticulum Stress Response (ERSR) in Human Glioma: qHTS | Potency, µM, for inactives: at the top dose activation, usual class: activators | AID 602332, 2012 | U87-MG GRP78 promoter luciferase reporter, 16 h | actives 0.02% (n = 420,000); note: potency is the fitted concentration of half-maximal effect; series mostly up to about 76 µM; % of control where 0% means no effect; nearly all actives have a fitted effect of over 35% in size
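Stably transfected U87-MG glioma cells carrying a GRP78-based luciferase sensor; 16 h compound incubation. Luminescence end-point read 10 min after Bright-Glo addition at room temperature.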
* marks the source's active call; other numbers are inactive results; ? = inconclusive; . = not tested or not shown; & = joins results of further samples. Unless noted, calls come from the whole dose curve; as a rule, active = well fitted curve in the direction sought with a large enough effect; inconclusive = small, poorly fitted or top-dose-only effect, or another doubt; inactive = no such curve, though single readings can be large; an effect the other way counts as inactive or inconclusive.

SMILES | RXFP1 antagonist | D1 agonist | Vif-APOBEC3G blk | D2 potentiator | Vif-APOBEC3F blk | D1 antag | RXFP1 agonist | D1 PAM | Glioma ERSR ind
CC1(C)CC=CC(COC(=O)c2ccccc2C(=O)O)C1 (centres undefined) | -7.2 | . | 1.2% | . | 5.7% | . | . | . | 3.7%
CCCOc1ccc(-c2csc(NC(=O)CN3C(=O)CCC3=O)n2)cc1 | -4.4 | 4.2 | 0.9% | -9.4 | -11.5% | -0.1 | 0.8% | -4.7 | -1.9%
COc1cccc(-n2nc(C(=O)Nc3ccc4c(c3)OCO4)c3ccccc3c2=O)c1 | -8.7 | 6.3 | -6.6% | -19.9 | -11.5% | -18.9 | -0.3% | 3.8 | -4.4%
O=C(NCc1cccc(Cl)c1)c1ccc(CS(=O)Cc2ccccc2Cl)o1 (centres undefined) | 8.4&1.6 | 2.4&3.8 | 1.4%&-2.8% | 8.1&-2.2 | -0.1%&-0.7% | -11.2&0.7 | 0.3%&0.4% | -7.5&-3.9 | -6.6%&-2.8%
CC1CCN(C(=O)C2(NC(=O)Nc3cccc(F)c3)CCCCC2)CC1 | 1.9 | -0.3 | 0.0% | 14.7 | -1.1% | 0.7 | 0.1% | 1.0 | -1.0%
O=C(c1ccco1)N1CCCC(N2CCN(c3ccccc3F)CC2)C1 (centres undefined) | 0.8 | 1.2 | -0.2% | -10.6 | -18.1% | -9.2 | -2.0% | 0.1 | 1.2%
CC(=O)c1nc(-c2ccccc2)sc1C | -7.8 | 1.0 | 3.8% | -0.4 | -1.0% | -4.2 | 12.9% | -3.2 | 3.8%
CCCc1cc(C(=O)N2CCC(n3nccc3NC(=O)c3ccc(OC)cc3)CC2)no1 | -12.0 | -0.2 | 10.4% | 6.8 | 1.0% | 16.0 | -0.6% | 3.9 | 10.5%
Cc1oc(-c2cccc(F)c2)nc1CN1CCCN(C(=O)c2ccco2)CC1 | -5.8 | 1.9 | 3.0% | -19.5 | 2.2% | -1.0 | 2.8% | 3.6 | -2.5%
COc1cccc(C2C(C(=O)Nc3cccnc3)=C(C)Nc3nc(SCc4ccccc4)nn32)c1 (centres undefined) | . | 5.1 | 0.3% | . | 2.7% | -0.8 | -2.6% | 2.9 | -2.6%
CCN(C(=O)COC(=O)CCOc1ccc(C(C)(C)C)cc1)c1c(N)n(Cc2ccccc2)c(=O)[nH]c1=O | 4.6 | . | 0.2% | . | -2.8% | . | . | . | 0.5%
CCOC(=O)CNC(=O)N1C[C@H]2CON(C)[C@H]2C[C@H]1c1ccccc1Br | 1.6 | . | -0.2% | . | -6.0% | . | . | . | -4.8%

Some of the entries so far, with values under each structure:
Value order: RXFP1 antagonist, D1 agonist, Vif-APOBEC3G blk, D2 potentiator, Vif-APOBEC3F blk, D1 antag, RXFP1 agonist, D1 PAM, Glioma ERSR ind
CCCc1cc(C(=O)N2CCC(n3nccc3NC(=O)c3ccc(OC)cc3)CC2)no1
  -12.0, -0.2, 10.4%, 6.8, 1.0%, 16.0, -0.6%, 3.9, 10.5%
CC(=O)c1nc(-c2ccccc2)sc1C
  -7.8, 1.0, 3.8%, -0.4, -1.0%, -4.2, 12.9%, -3.2, 3.8%

Going on with the list.
SMILES | RXFP1 antagonist | D1 agonist | Vif-APOBEC3G blk | D2 potentiator | Vif-APOBEC3F blk | D1 antag | RXFP1 agonist | D1 PAM | Glioma ERSR ind
CC(NC(=O)c1cccnc1)C(=O)O (centres undefined) | 5.2 | 1.0 | 2.0% | 3.5 | -8.6% | 10.2 | 1.1% | -2.9 | -1.0%
C[C@@H]1CN([C@@H](C)CO)S(=O)(=O)c2ccc(-c3ccc(C#N)cc3)cc2O[C@@H]1CN(C)Cc1ccccn1 | 20.1 | . | -7.4% | . | 5.1% | . | . | . | -3.5%
COc1ccc2oc(C(=O)OCC(=O)Nc3cc(S(=O)(=O)N4CCOCC4)ccc3C)c(C)c2c1 | 27.7 | 2.0 | -1.0% | 2.8 | 7.1% | -3.1 | 15.9% | 0.1 | -2.2%
COC(=O)CCSCc1cn2cc(Cl)ccc2n1 | -18.7 | 2.3 | -4.8% | -0.2 | ? | 6.5 | 1.7% | -4.5 | -11.2%
O=C(CN(C(=O)CCC(=O)Nc1ccccn1)c1cccc(F)c1)NCc1ccc(F)cc1 | 2.7 | 2.9 | -2.6% | -10.4 | -5.1% | 25.9 | 1.2% | 2.0 | -2.6%
COc1ccccc1S(=O)(=O)Cc1ccc(C(=O)NCc2ccc3c(c2)OCO3)o1 | 1.1 | -0.9 | 0.3% | -1.2 | -0.3% | 0.8 | 2.7% | -1.1 | -4.4%
COc1ccc(CN2CCN(CCCc3ccccc3)C(CCO)C2)cc1OC (centres undefined) | 1.2 | 1.5 | 3.9% | 3.2 | -17.7% | -9.4 | -1.8% | -17.0 | -3.7%
c1ccc(CCNc2ncnc3c2cnn3-c2ccccc2)cc1 | 10.8 | -1.8 | -2.7% | 10.3 | -15.9% | 21.4 | 0.8% | -8.6 | 7.7%
O=[N+]([O-])C(=C1NCCN1)C(Cl)=C(Cl)Cl | 3.6 | 2.8 | 5.6% | -6.2 | -2.5% | 12.6 | 0.1% | -3.4 | -3.5%
COc1ccc(C)cc1S(=O)(=O)N(C)CC(=O)Nc1ccc2c(c1)OCCO2 | 0.8 | -2.1 | -0.6% | 5.2 | 1.2% | -13.6 | 0.6% | -1.9 | -4.2%
Cc1cc(C(=O)OCC(=O)Nc2cccc(S(=O)(=O)N(C)C)c2)c(C)o1 | -2.6 | 0.7 | -1.1% | 3.8 | -3.3% | -10.1 | 1.8% | -11.9 | 1.8%
C=CCN(C(=O)CNC(=O)c1cccs1)C(C(=O)NC1CCCCC1)c1cccnc1 (centres undefined) | -3.1 | 1.3 | 2.0% | 10.8 | -8.4% | 9.8 | 2.9% | -5.7 | -3.8%
O=C(CC1C(=O)NCCN1Cc1ccccc1)NC1CCCCC1 (centres undefined) | -1.3 | . | 2.3% | . | -1.1% | . | . | . | -3.6%
CCOc1ccc(/C=C2\SC(=S)N(CCC(=O)Nc3cccc(C(=O)O)c3)C2=O)cc1 | -2.8 | 2.3 | -3.1% | 0.0 | 3.1% | 12.3 | 0.3% | 0.8 | -11.1%
O=C(Nc1ccc(Cl)cc1)c1cc(S(=O)(=O)NC2CCCCCC2)ccc1F | -15.9 | -0.4 | -15.5% | -4.8 | -16.6% | 14.6 | 0.0% | 1.2 | -3.8%
CC(C)NC(=O)c1ccc2c(=O)n(CC3CCCO3)c(=S)[nH]c2c1 (centres undefined) | ? | 2.9 | -2.5% | 19.1 | 12.3% | -23.5 | -0.5% | -2.3 | 3.7%
Cc1cc(C)c(NC(=O)c2cc(S(=O)(=O)N3CCCC3)cn2C)c(C)c1 | -12.4 | -1.6 | 5.1% | 15.4 | -0.8% | -4.9 | 0.4% | -0.8 | 0.1%
O=S(=O)(c1ccc(Br)cc1)c1nc(-c2ccco2)oc1SCc1ccccc1F | -15.9 | 8.4 | 2.5% | . | 2.2% | 12.1 | -4.7% | 0.7 | -3.1%
O=C(COc1ccc(C(=O)NCCc2ccccc2)cc1)Nc1ccccc1 | -3.1 | 0.9 | 0.4% | -2.1 | -19.6% | -4.0 | 0.3% | -10.5 | -5.1%
Cc1ccc(C(=O)N/N=C\c2ccc3c(c2)OCO3)cn1 | -10.5 | -1.9 | 1.0% | 11.1 | -23.8% | -0.7 | 0.4% | -2.3 | 8.6%
O=C(Cc1ccsc1)NCC(=O)Nc1ccccc1Br | -1.8 | . | 2.3% | . | 0.1% | . | . | . | -4.2%
CC(C)(C)C(=O)CSc1ccc(S(=O)(=O)N2CCN(Cc3ccccc3)CC2)cn1 | -0.2 | 1.1 | 0.2% | 7.6 | 0.8% | -1.9 | -0.4% | 8.1 | -1.5%
CCc1noc(C)c1C(=O)OCC(=O)c1ccc(NC(=O)CC(C)C)cc1 | -7.2 | . | -6.2% | . | -12.8% | . | . | . | 1.5%
CCN(c1ccccc1)c1nnc(NC(=O)Nc2cccc(Br)c2)s1 | -8.6 | -2.3 | 5.3% | 1.3 | -4.7% | -13.8 | 0.1% | -0.8 | -0.3%
CC(C)n1c(NCc2nc3ccccc3n2C)nc2ccccc21 | -7.6 | -1.4 | -0.8% | -11.3 | 3.8% | -22.5 | 0.7% | 0.9 | -3.2%
COc1cccc(NS(=O)(=O)c2ccc3c(c2)NC(=O)CC(=O)N3)c1 | 11.3 | 1.5 | -2.3% | 4.4 | 0.6% | 15.3 | -0.4% | -3.5 | -6.1%
CCOC(=O)C1Nc2ccc(C(=O)O)cc2C2C=CCC12 (centres undefined) | 2.3 | -0.2 | -3.9% | 4.9 | -26.5% | -9.7 | -0.8% | 0.9 | -5.6%
CCC(=O)Oc1ccc(C2Nc3ccccc3-c3nnc(SC)nc3O2)cc1 (centres undefined) | -14.2 | 1.0 | -2.3% | 8.0 | 2.0% | -1.8 | 0.4% | -0.6 | -1.9%
CC(OC(=O)CN1C(=O)C2C3C=CC(C4CC34)C2C1=O)C(=O)c1ccccc1 (centres undefined) | -0.6 | 9.7 | 1.7% | . | -5.4% | -12.2 | 4.9% | -10.5 | -3.1%
CC(=O)Nc1ccc(NC(=O)c2cc(=O)c3cc(C)cc(C)c3o2)cc1 | 12.5 | 1.3 | -0.4% | 11.4 | 0.0% | 4.5 | 1.6% | -0.7 | 6.0%
COc1ccc(C2c3[nH]c4ccccc4c3CCN2C(=O)CCC2CCCC2)cc1 (centres undefined) | -19.6 | 2.7 | -3.1% | -1.5 | 1.0% | -10.6 | 4.0% | -0.8 | -4.9%
COc1cccc(C2C(C(=O)c3cccs3)=C(O)C(=O)N2CCN(C)C)c1OC (centres undefined) | 5.3 | 0.0 | -1.3% | -10.3 | -0.7% | 2.0 | 2.6% | 4.2 | -2.7%

Not all compounds are listed, so the mix of outcomes need not match the whole.
